GLP1R inv ag = acts as inverse agonist at human GLP-1 receptor | P43220 | HEK293 GLP-1R CRE-luciferase, luminescence, 24 h; GLP-1R form is constitutively active | Potency, µM (series often up to 38.3 µM), for the others: at the top dose activity change, negative = inhibition, usual class: inhibitors | 410,000 tested, 1.6% active | AID 624417; note: potency is the fitted concentration of half-maximal effect; % is set by controls: 0 for no effect and ±100 for the full control effect; nearly all actives have a fitted effect of over 55% in size
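Constitutively active GLP-1R drives a cAMP-responsive luciferase in stably transfected HEK293 cells; test compounds are added after overnight (12 h) attachment and left 24 hr, and signal loss in luminescence marks inhibition.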
DRD3 agonist = D3 dopamine receptor (human) agonism; P35462; D3R DiscoveRx beta-arrestin cells, luminescence, 90 min; max activation, %; 410,000 tested, 0.58% active; in the data active = max activation above about 30%; note: 0% is about no effect; mostly tested at two doses, the higher about 12 µM
Target sequence (P35462 whole entry, looked up): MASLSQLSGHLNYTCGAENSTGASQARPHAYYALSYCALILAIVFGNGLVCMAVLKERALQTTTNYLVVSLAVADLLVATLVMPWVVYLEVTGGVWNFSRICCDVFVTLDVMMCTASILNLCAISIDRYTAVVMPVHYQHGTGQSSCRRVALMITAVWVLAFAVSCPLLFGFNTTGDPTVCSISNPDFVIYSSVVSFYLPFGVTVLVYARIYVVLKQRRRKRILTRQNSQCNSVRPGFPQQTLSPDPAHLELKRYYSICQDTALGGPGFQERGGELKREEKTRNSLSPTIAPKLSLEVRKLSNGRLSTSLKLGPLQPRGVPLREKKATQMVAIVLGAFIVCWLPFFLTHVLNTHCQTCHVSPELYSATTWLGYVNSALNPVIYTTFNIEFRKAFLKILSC
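Agonist mode: compounds and dopamine controls were applied to plated cells for 90 min at 37 degrees C after an overnight attachment at 1500 cells/well. Luminescent read-out followed 30 - 60 minutes at room temperature with DiscoveRx detection reagent.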
KB-V1 MDR tox = kills drug-selected multidrug resistant KB-V1 cells | 400,000 tested, 3.4% active | Potency, µM (series often up to 46.1 µM), inactives show top-dose activity change, negative = cytotoxicity, usual class: cytotoxic | AID 1347076 | KB-V1 MDR cells viability, CellTiter-Glo, 72 h; note: potency is the fitted concentration of half-maximal effect; % is set by controls: 0 for no effect and ±100 for the full control effect; nearly all actives have a fitted effect of over 60% in size
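Cells of the MDR subline KB-V1 are plated, dosed with compound at multiple concentrations, and incubated 72 h at 37 degrees C; CellTiter-Glo is then added and luminescence read after 10 min.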
D3 antag = blocks the human D3 dopamine receptor | D3R cells, DiscoveRx beta-arrestin luminescence, antagonist mode; hits give low values | AID 652054 | 360,000 tested, 2.5% active | max response, negative = inhibition, % | P35462; in the data active = max response below about -50%; inconclusive = no clear call, values can overlap the other calls; note: % is set by controls: 0 for no effect and ±100 for the full control effect; mostly tested at two doses, the higher about 12 µM
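Cells plated overnight at 1500 cells/well, then exposed to library compounds with dopamine controls for 90 minutes at 37 degrees C. DiscoveRx reagent added for 30–60 minutes at room temperature; luminescence read, quantitative HTS format.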
GLP1R cytotox = cytotoxic in the GLP-1 receptor inverse agonist counter-screen; HEK293 cAMP-luciferase reporter cells, luminescence, 24 h; Potency, µM (titrated, usually from 38.3 µM), without a hit: at the highest dose activity change, negative = inhibition, hits mostly inhibitors; 410,000 tested, 0.13% active; AID 624418;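 note: loss of luciferase light is scored as toxicity; potency is the fitted concentration of half-maximal effect; % is set by controls: 0 for no effect and ±100 for the full control effect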
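Step one: seed cells (200 cells/uL, DMEM with 10% Nu serum, 1% pen-strep). Step two: 12-hour incubation at 37 deg C. Step three: pin 23 nL compound, incubate 24 hr. Step four: add luciferase reagent, read luminescence 12 min later.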
TDP43 rescue = inhibitors of TDP-43 toxicity in yeast. 410,000 tested, 1.8% active. AID 652104. Potency, µM (highest dose often 46.1 µM), without a hit: at the highest dose growth rescue (activation), hits mostly activators. TDP-43 expressing yeast growth rescue, BacTiter-Glo, 24 h; note: potency is the fitted concentration of half-maximal effect; % of control where 0% means no effect; nearly all actives have a fitted effect of over 50% in size
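Readout is BacTiter-Glo luminescence of cell growth, so inhibitors register as activators. TDP-43-expressing yeast at OD600=0.02 in galactose medium, after raffinose pregrowth to mid-log, were incubated with compound for 24 hr at 30 deg C.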
GLP1R ag = activates the human GLP-1 receptor. AID 624172. P43220. HEK293 GLP-1R CRE-luciferase, luminescence, 4-6 h; cells express a hypersensitive GLP-1R form. 380,000 tested, 0.007% active. Potency, µM (titrated, usually from 45.6 µM), for inactives: top-dose activation, most hits filed as activators; note: potency is the fitted concentration of half-maximal effect; % of control where 0% means no effect
PTHR1 agonist = activates the human parathyroid hormone receptor PTHR1 | HEK293 GP2 PTHR1 cells, GloSensor cAMP luminescence, 1 h | Potency, µM (titrated, usually from 115 µM), for inactives: top-dose activation, actives largely listed as activators | 410,000 tested, 0.075% active | AID 743266; note: potency is the fitted concentration of half-maximal effect; nearly all actives have a fitted effect of over 55% in size; some results filed as inactive show a strong effect at the top dose; inactives centre near -15; many of its hits are not listed in these tables
Target sequence (Q03431 whole entry, looked up): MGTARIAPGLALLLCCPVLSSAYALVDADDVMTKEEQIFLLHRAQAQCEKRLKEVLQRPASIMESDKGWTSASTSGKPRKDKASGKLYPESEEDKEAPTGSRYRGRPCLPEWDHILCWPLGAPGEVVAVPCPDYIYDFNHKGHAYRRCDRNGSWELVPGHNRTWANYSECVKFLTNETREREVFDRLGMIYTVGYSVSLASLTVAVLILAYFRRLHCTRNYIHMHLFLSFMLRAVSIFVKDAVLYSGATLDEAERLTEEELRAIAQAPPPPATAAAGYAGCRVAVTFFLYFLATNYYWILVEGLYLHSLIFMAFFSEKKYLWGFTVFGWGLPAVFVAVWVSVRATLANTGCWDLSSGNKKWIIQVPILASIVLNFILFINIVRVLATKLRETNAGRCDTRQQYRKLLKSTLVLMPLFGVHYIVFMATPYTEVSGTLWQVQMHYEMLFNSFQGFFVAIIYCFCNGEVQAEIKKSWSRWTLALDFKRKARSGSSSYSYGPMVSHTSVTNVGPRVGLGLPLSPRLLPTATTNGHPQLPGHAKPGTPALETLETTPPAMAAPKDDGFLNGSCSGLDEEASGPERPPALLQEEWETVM
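HEK-293-derived GP2 cells expressing PTHR1 and a GloSensor cAMP reporter, 3,000/well, plated overnight, given luciferin plus IBMX (each 0.5 mM as added) for 1 h at 37 °C, then compound for 1 h at 37 °C. Luminescence was read after 15 min at room temperature.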
aSyn yeast inh = rescues yeast growth from alpha-synuclein toxicity. Yeast expressing alpha-synuclein, growth rescue, BacTiter-Glo, 24 h. Potency, µM (highest dose often 46.1 µM), inactives show top-dose growth rescue (activation), actives largely listed as activators. 370,000 tested, 0.14% active; note: potency is the fitted concentration of half-maximal effect; % of control where 0% means no effect; nearly all actives have a fitted effect of over 65% in size
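Screening used galactose-induced yeast with toxic alpha-synuclein levels, exposed to compound for 24 hr at 30 deg C. Cell growth, read with BacTiter-Glo luminescence, gave the measured signal.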
* marks the source's active call; other numbers are inactive results; [ ] = dose if it differs, or a comment. Unless noted, calls come from the whole dose curve; as a rule, active = well fitted curve in the direction sought with a large enough effect; inconclusive = small, poorly fitted or top-dose-only effect, or another doubt; inactive = no such curve, though single readings can be large; an effect the other way counts as inactive or inconclusive. The list is partial. The share of hits here may be higher or lower than overall.

Cc1cccc(C)c1OCC(=O)NNC(=O)c1ccoc1C was read as GLP1R inv ag 15%, DRD3 agonist -1, KB-V1 MDR tox -6%, D3 antag 3, GLP1R cytotox 63%[activator], TDP43 rescue 0%, GLP1R ag 16%, PTHR1 agonist -23%[57.5 µM] and aSyn yeast inh -4%.
`C=C(C)CN(CC)C(=O)CSc1ccc(S(=O)(=O)N2CCN(C)CC2)cn1` gave GLP1R inv ag -25%, DRD3 agonist 1, KB-V1 MDR tox inconclusive, D3 antag 0, GLP1R cytotox -2%, TDP43 rescue -3%, GLP1R ag 0%, PTHR1 agonist inactive and aSyn yeast inh 0%.
`Cc1ccc2nc3ccc(N4CCN(C)CC4)nn3c(=O)c2c1` gave GLP1R inv ag -11%, DRD3 agonist -1, KB-V1 MDR tox inconclusive, D3 antag 0, GLP1R cytotox 12%, TDP43 rescue 23%, GLP1R ag -7%, PTHR1 agonist inactive and aSyn yeast inh 0%.
`COc1ccc(NC(=O)c2cc3c(COC(C)=O)cnc(C)c3oc2=Nc2cccc(C(=O)O)c2)c(OC)c1` gave GLP1R inv ag 7%, DRD3 agonist 1, KB-V1 MDR tox 18%, D3 antag 1, GLP1R cytotox 2%, TDP43 rescue -6%, GLP1R ag 18%, PTHR1 agonist -21% and aSyn yeast inh 0%.
CCN1C(=O)S/C(=C/c2ccsc2)C1=O was read as GLP1R inv ag 11%, DRD3 agonist -2, KB-V1 MDR tox 12%, D3 antag 5, GLP1R cytotox 3%, TDP43 rescue 15%, GLP1R ag 14%, PTHR1 agonist -9%[57.5 µM] and aSyn yeast inh 10%.
Cn1c(=O)c2c(nc(N3CCCC3)n2C)n(C)c1=O was read as GLP1R inv ag 31%, DRD3 agonist -1, KB-V1 MDR tox inconclusive, D3 antag 1, GLP1R cytotox 2%, TDP43 rescue 8%, GLP1R ag 2%, PTHR1 agonist inactive and aSyn yeast inh -1%.
Screening CCOC(=O)C1(Cc2cccc(OC)c2)CCCN(C(=O)c2cc(C)oc2C)C1 (stereo not drawn) returned GLP1R inv ag inconclusive, DRD3 agonist 1, KB-V1 MDR tox -8%, D3 antag 0, GLP1R cytotox -13%, TDP43 rescue 27%, GLP1R ag 10%, PTHR1 agonist -11% and aSyn yeast inh 9%.
Cc1ccc(OCCCn2c(CO)nc3ccccc32)cc1 was read as GLP1R inv ag -23%, DRD3 agonist 5, KB-V1 MDR tox -16%, D3 antag 0, GLP1R cytotox 23%, TDP43 rescue 6%, GLP1R ag 9%, PTHR1 agonist -14% and aSyn yeast inh 1%.
For Cc1ccc(C(C(=O)NCc2ccc(F)cc2)N(C(=O)c2csnn2)C2CC2)cc1 (stereo not drawn) the results were GLP1R inv ag -47%, DRD3 agonist 1, KB-V1 MDR tox inconclusive, D3 antag 4, GLP1R cytotox 2%, TDP43 rescue -5%, GLP1R ag 14%, PTHR1 agonist inactive and aSyn yeast inh 16%.
Screening CC1CCCN(c2ncnc3c2nc2n3CCCCC2)C1 (stereo not drawn) returned GLP1R inv ag 4%, DRD3 agonist 9, KB-V1 MDR tox 0%, GLP1R cytotox -13%, TDP43 rescue inconclusive, GLP1R ag 3% and PTHR1 agonist -10%.
C[C@H](NC(=O)c1[nH]cnc1C(=O)Nc1ccc(Cl)cc1)C(=O)OC(C)(C)C was read as GLP1R inv ag 8%, DRD3 agonist 0, KB-V1 MDR tox inconclusive, D3 antag -12, GLP1R cytotox 0%, TDP43 rescue 8%, GLP1R ag -6%, PTHR1 agonist inactive and aSyn yeast inh 9%.
CC1CCCN(Cc2cccc(Oc3ccccc3)c2)C1 (stereo not drawn) was read as GLP1R inv ag -17%, DRD3 agonist -22, KB-V1 MDR tox 2%, D3 antag inconclusive, GLP1R cytotox 6%, TDP43 rescue -3%, GLP1R ag 0%, PTHR1 agonist -9%[57.5 µM] and aSyn yeast inh 2%.
For CCOc1ccc(NC(=O)CN(C)C(=O)C2CCN(c3ncnc4sc(C)c(C)c34)CC2)cc1OCC the results were GLP1R inv ag inconclusive, DRD3 agonist -8, KB-V1 MDR tox -7%, D3 antag -28, GLP1R cytotox 6%, TDP43 rescue 5%, GLP1R ag 3%, PTHR1 agonist inactive and aSyn yeast inh -4%.
COc1ccc(OC)c(S(=O)(=O)N(C)CC(=O)N2CCOCC2)c1 was read as GLP1R inv ag 2%, DRD3 agonist 5, KB-V1 MDR tox 24%, D3 antag 4, GLP1R cytotox -29%, TDP43 rescue -2%, GLP1R ag 5%, PTHR1 agonist inactive and aSyn yeast inh 0%.
Oc1c(C(Nc2cccc(C(F)(F)F)c2)c2cccnc2)ccc2cccnc12 (stereo not drawn) was read as GLP1R inv ag inconclusive, DRD3 agonist -2, KB-V1 MDR tox -22%, D3 antag inconclusive, GLP1R cytotox -32%, TDP43 rescue 1%, GLP1R ag -3%, PTHR1 agonist inactive and aSyn yeast inh inconclusive.
COc1ccccc1CNC(=O)c1ccccc1C(=O)NC(CC(C)C)C(=O)NCc1ccccc1OC (stereo not drawn) was read as GLP1R inv ag -2%, DRD3 agonist 5, KB-V1 MDR tox 16%, D3 antag 17, GLP1R cytotox -7%, TDP43 rescue -3%, GLP1R ag 9%, PTHR1 agonist -1% and aSyn yeast inh -1%.
`Cc1ccc(CC(NC(=O)c2ccccc2)C(=O)NC(Cc2ccccc2)C(=O)O)cc1` (stereo not drawn) gave GLP1R inv ag 6%, DRD3 agonist 3, KB-V1 MDR tox 0%, D3 antag -1, GLP1R cytotox 7%, TDP43 rescue -8%, GLP1R ag 0%, PTHR1 agonist 11% and aSyn yeast inh 1%.
Screening Cc1cccc(NC(=O)Cn2c(=O)ccc3cc(S(=O)(=O)N4CCCC4)ccc32)c1C returned GLP1R inv ag 21%, DRD3 agonist 0, KB-V1 MDR tox 6%, GLP1R cytotox -9%, TDP43 rescue 19%, GLP1R ag 2%, PTHR1 agonist -7% and aSyn yeast inh -4%.
Screening Cn1c(SCC(=O)N2CCOCC2)nnc1-c1ccco1 returned GLP1R inv ag 19%, DRD3 agonist 8, KB-V1 MDR tox 3%, D3 antag 4, GLP1R cytotox 19%, TDP43 rescue 12%, GLP1R ag -2%, PTHR1 agonist inactive and aSyn yeast inh 2%.
For O=S(=O)(c1ccc(S(=O)(=O)N(Cc2ccco2)Cc2ccccc2Cl)cc1)N1CCCC1 the results were GLP1R inv ag 8%, DRD3 agonist -2, KB-V1 MDR tox 9%, D3 antag 25, GLP1R cytotox 3%, TDP43 rescue -6%, GLP1R ag -7%, PTHR1 agonist -21%[57.5 µM] and aSyn yeast inh -2%.
Screening CNC(=S)Nc1cccc(Cl)c1C returned GLP1R inv ag 17%, DRD3 agonist 5, KB-V1 MDR tox 14%, D3 antag inconclusive, GLP1R cytotox 1%, TDP43 rescue -13%[9.22 µM], GLP1R ag 7%, PTHR1 agonist -18% and aSyn yeast inh 0%.
O=C(NCCCN1CCOCC1)c1cccnc1 was read as GLP1R inv ag 36%[activator], DRD3 agonist -5, KB-V1 MDR tox 4%, D3 antag 0, GLP1R cytotox 22%, TDP43 rescue -5%, GLP1R ag 0%, PTHR1 agonist 2% and aSyn yeast inh -3%.
Screening COc1cccc(-c2nc(SC(C(C)=O)C(=O)N(C)C)c3c(=O)n(C)c(=O)n(C)c3n2)c1 (stereo not drawn) returned GLP1R inv ag 11%, DRD3 agonist -3, KB-V1 MDR tox -3%, GLP1R cytotox 22%, TDP43 rescue 11%[9.22 µM] and PTHR1 agonist -3%.
Screening Cc1ccc(NC(=O)[C@H](Cc2ccccc2)NC(=O)[C@@H]2Cc3ccccc3CN2)c(C)c1 returned GLP1R inv ag -20%, DRD3 agonist -7, KB-V1 MDR tox -10%, D3 antag -6, GLP1R cytotox -7%, TDP43 rescue -14%, GLP1R ag -3%, PTHR1 agonist inactive and aSyn yeast inh -8%.
`CC(=O)Nc1c(C)cc(S(C)(=O)=O)cc1C` gave GLP1R inv ag 31%[activator], DRD3 agonist -2, KB-V1 MDR tox 0%, D3 antag 17, GLP1R cytotox 6%, TDP43 rescue -6%, GLP1R ag -1%, PTHR1 agonist inactive and aSyn yeast inh -9%.
For O=S(=O)(C=C(c1ccccc1)c1ccccc1)c1ccccc1 the results were GLP1R inv ag inconclusive, DRD3 agonist 5, KB-V1 MDR tox 5%, D3 antag -20, GLP1R cytotox 6%, TDP43 rescue 18%, GLP1R ag 1%, PTHR1 agonist -11% and aSyn yeast inh 11%.
`Brc1ccccc1/C=N/Nc1ccccn1` gave GLP1R inv ag -8%, DRD3 agonist 7, KB-V1 MDR tox -12%, D3 antag 0, GLP1R cytotox -7%, TDP43 rescue 6%[9.22 µM], GLP1R ag 2%, PTHR1 agonist inactive and aSyn yeast inh -10%.

Some of these compounds in order of heavy-atom count, low to high.
Screening CNC(=S)Nc1cccc(Cl)c1C returned GLP1R inv ag 17%, DRD3 agonist 5, KB-V1 MDR tox 14%, D3 antag inconclusive, GLP1R cytotox 1%, TDP43 rescue -13%[9.22 µM], GLP1R ag 7%, PTHR1 agonist -18% and aSyn yeast inh 0%.
`Brc1ccccc1/C=N/Nc1ccccn1` gave GLP1R inv ag -8%, DRD3 agonist 7, KB-V1 MDR tox -12%, D3 antag 0, GLP1R cytotox -7%, TDP43 rescue 6%[9.22 µM], GLP1R ag 2%, PTHR1 agonist inactive and aSyn yeast inh -10%.
Screening COc1cccc(-c2nc(SC(C(C)=O)C(=O)N(C)C)c3c(=O)n(C)c(=O)n(C)c3n2)c1 (stereo not drawn) returned GLP1R inv ag 11%, DRD3 agonist -3, KB-V1 MDR tox -3%, GLP1R cytotox 22%, TDP43 rescue 11%[9.22 µM] and PTHR1 agonist -3%.
